Glyco luc inh – blocks N-linked glycosylation in D54 reporter cells; D54 ERlucT glycosylation luciferase reporter, 24 h; percent of 100 nM tunicamycin response; reporter increase, % at 12.5 µM; 0.23% of 360,000 active; AID 588692;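 active means mean luciferase reporter signal, scaled so untreated is 0 and the glycosylation-blocking control 100, at or above a set limit in every replicate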;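 further: luciferase carries N-glycosylation sites so blocking glycosylation raises the light; 0% = median of neutral control wells and 100% = median of 100 nM tunicamycin wells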
PDI turbidity – blocks human protein disulfide isomerase activity | P07237 | PDI insulin aggregation turbidity, A650, 90 min | inhibition, % at 10 µM | 0.052% of 350,000 active;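 active means mean inhibition across replicates of 30% or more, whatever share of single replicates reach that level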;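 further: absorbance from insulin aggregation driven by PDI reduction with DTT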
Target sequence (P07237 whole entry, looked up): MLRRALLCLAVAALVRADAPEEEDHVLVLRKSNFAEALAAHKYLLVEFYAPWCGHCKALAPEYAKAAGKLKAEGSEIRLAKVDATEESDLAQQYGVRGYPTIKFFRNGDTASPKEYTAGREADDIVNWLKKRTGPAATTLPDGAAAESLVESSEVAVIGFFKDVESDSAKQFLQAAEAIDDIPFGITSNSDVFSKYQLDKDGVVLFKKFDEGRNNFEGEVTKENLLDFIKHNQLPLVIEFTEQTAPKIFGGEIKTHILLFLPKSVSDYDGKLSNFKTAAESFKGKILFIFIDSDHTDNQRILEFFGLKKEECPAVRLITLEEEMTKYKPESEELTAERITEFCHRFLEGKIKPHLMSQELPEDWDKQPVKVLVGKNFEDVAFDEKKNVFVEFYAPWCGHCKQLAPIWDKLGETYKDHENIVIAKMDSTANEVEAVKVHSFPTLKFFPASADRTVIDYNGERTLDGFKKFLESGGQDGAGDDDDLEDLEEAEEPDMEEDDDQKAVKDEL
ABCB6 inh 2 – blocks the human ABCB6 transporter; AID 602162; K562-ABCB6 porphyrin accumulation, flow cytometry, 1 h; hits give low values; fluorescence ratio to DMSO, % at 10 µM; 0.19% of 360,000 active;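 active means fluorescence ratio to DMSO below 75%, the collection mean minus 3 SD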;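 further: signal is porphyrin accumulated inside mitochondria; 100% equals median channel fluorescence of DMSO control wells; lower ratio means ABCB6 inhibition with less porphyrin fluorescence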
HTR2A ag – mouse HTR2A agonism via beta-arrestin recruitment | P35363 | CHO-K1 mHTR2A beta-arrestin complementation, luminescence; percent of 30 µM serotonin response | activation, % at 7.6 µM | 0.66% of 360,000 active;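 active means activation above a run cutoff, the mean activation of all tested compounds plus 3 SD, cut at about 14% in these data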;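 further: 0% = plate median of compound wells and 100% = 30 µM serotonin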
Target sequence (P35363 whole entry, looked up): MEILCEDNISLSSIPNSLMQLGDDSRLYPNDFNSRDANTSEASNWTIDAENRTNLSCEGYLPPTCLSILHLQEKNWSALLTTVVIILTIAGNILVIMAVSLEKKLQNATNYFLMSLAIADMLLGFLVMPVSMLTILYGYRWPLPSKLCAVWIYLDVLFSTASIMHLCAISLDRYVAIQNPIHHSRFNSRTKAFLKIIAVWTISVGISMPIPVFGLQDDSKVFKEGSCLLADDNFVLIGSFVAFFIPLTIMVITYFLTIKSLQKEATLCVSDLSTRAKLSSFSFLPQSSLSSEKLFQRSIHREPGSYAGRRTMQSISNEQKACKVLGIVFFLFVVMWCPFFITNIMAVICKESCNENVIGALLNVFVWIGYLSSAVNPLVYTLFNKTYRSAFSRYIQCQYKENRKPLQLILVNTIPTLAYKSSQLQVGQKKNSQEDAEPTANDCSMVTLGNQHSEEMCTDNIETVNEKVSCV
aDG glyco up – alpha-DG glycosylation activation; Pro5-aDG cells, alpha-DG glycosylation AlphaScreen (IIH6); 0% Pro5, 100% B10-LARGE cell signal; activation, % at 10 µM; 0.22% of 360,000 active;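 active means activation of at least 8% versus controls, or a plate z-score of at least 8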;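 further: Pro5 are CHO cells carrying HIG-tagged alpha-DG that lacks glycosylation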
Granule exo inh – lytic granule exocytosis inhibition; TALL-104 LAMP-1 surface exposure, flow cytometry; cells stimulated with thapsigargin and PMA; 0.66% of 360,000 active; inhibition, % at 10 µM;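 active means inhibition above about 55%, limit read from the data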
iPSC survival up – hiPSC single-cell survival enhancement; ATPlite luminescence; 100% = ROCK inhibitor wells, 0% = DMSO; survival enhancement, % at 20 µM; 0.044% of 360,000 active; AID 602274; in the data active means survival enhancement above about 18%;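 further: cells exposed to compounds for 16 hours before the ATP read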
CaV13 ICDI inh – Primary screen for inhibitors of IQ motif and Ca2+-dependent inactivation inhibitor domain binding in CACNA1D, Förster resonance energy transfer in living cells, …; 0.098% of 340,000 active; HEK cells, CFP/YFP FRET ICDI-IQ, plate reader, 10 min; percent FRET-ratio fall versus neutral wells; inhibition, % at 12.3 µM; AID 743397;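 active means mean replicate inhibition of at least 30% and at least 1% of replicates passing that level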;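 further: 0% = median of the neutral control wells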
Cardio protect – protects H9c2 cardiomyocytes from peroxide injury; H2O2 injury protection, ATPLite, 2 h; protection from H2O2 cell death, % at 20 µM; 0.63% of 360,000 active;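 active means compounds giving at least 50% protection of heart cells from peroxide-induced death in the single-dose screen, raw or plate-pattern-corrected value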;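 further: 0% = DMSO wells with peroxide and 100% = DMSO wells without peroxide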
Vif inh – blocks HIV Vif function; 0.35% of 340,000 active; inhibition, % at 7.49 µM; HEK293T cells, Vif self-association by quenched fluorescence, imaging, 24 h; in the data active means inhibition above about 50%, passing the limit was not always enough; further: some results filed as inactive read as strong as hits
* marks the source's active call; other numbers are inactive results; nt = no result given. Rows were taken by chance; overall some 3.1% were active at least once.

Each structure is followed by: Granule exo inh, iPSC survival up, aDG glyco up, ABCB6 inh 2, HTR2A ag, CaV13 ICDI inh, Vif inh, Cardio protect, Glyco luc inh, PDI turbidity
COc1ccc(-c2cc(C(=O)Nc3cccnc3Cl)no2)cc1OC
    0, 0.0, 0.0, 101, -3, -3, -4, -7, 0, -2
CC(=O)c1nn(-c2cccc(C)c2)cc1C(=O)c1cccc(Br)c1
    -9, -0.2, 0.0, 97, -3, -20, -2, -1, -2, -3
FC(F)(F)c1cccc(-c2nnc(-c3ccccc3)c(N3CCOCC3)n2)c1
    -4, -4.8, -0.1, 94, -3, -11, 18, 4, 1, -6
COc1ccc(C(=O)c2c3ccc([N+](=O)[O-])cc3[n+]([O-])n2CCCC(N)=O)cc1
    12, -2.0, 0.1, 93, 8, -10, 0, 4, -1, 4
Cc1ccc2c(c1)C(c1ccccc1)N(C(=O)c1ccc(F)cc1)CC(=O)N2 (stereo not given)
    3, -0.4, 0.1, 98, 1, -19, -6, 8, -2, 1
COc1ccccc1CC(=O)Nc1ccc(O)cc1C(=O)O
    0, 4.3, -0.1, 94, 3, -4, nt, 5, 0, 0
COc1ccc(N2CC(C(=O)Nc3nnc(SCC(=O)Nc4ccc(NC(C)=O)cc4)s3)CC2=O)cc1 (stereo not given)
    0, 3.9, 0.1, 89, -2, -11, 7, -2, 3, 4
CCOC(=O)C1CCCN(C(=O)c2ccc3sccc3c2)CC1 (stereo not given)
    -9, 3.7, -0.1, 89, 0, -9, 1, -10, 2, 1
COC(=O)[C@@H](N)Cc1ccc(O)c(O)c1
    -3, -5.4, -0.1, 100, 9, -6, -6, 58*, 1, -1
C/C=C(\C)C(=O)OC1[C@H](OC(C)=O)C2(CO)C(CC1(C)C)C1=CCC3C4(C)CCC(O[C@@H]5O[C@H](C(=O)O)[C@@H](O[C@@H]6O[C@H](CO)[C@@H](O)[C@H](O)[C@H]6O)[C@H](O)[C@H]5O[C@H]5O[C@H](CO)[C@@H](O)[C@H](O)[C@H]5O)[C@](C)(CO)C4CCC3(C)[C@]1(C)C[C@H]2O (stereo not given in full)
    71*, -2.6, -0.4, 98, 15*, nt, -8, -18, -14, nt
COC(=O)c1ccccc1NC(=O)C1CCN(C(=O)N2CCOc3ccccc32)CC1
    7, -0.6, 0.0, 99, 4, -7, -4, 6, -1, nt
COCCN(C(=O)CSc1nnc(-c2ccc(Cl)cc2)o1)c1c(N)n(CC(C)C)c(=O)[nH]c1=O
    -3, -0.3, 0.1, 99, -3, -5, nt, 3, -1, -1
O=S(=O)(c1ccc(Cl)cc1)c1cc(O)ccc1O
    2, -0.6, -0.1, 95, -1, -3, 3, 56*, -2, 13
O=C(CN1C(=O)NC2(CCCC2)C1=O)Nc1ccc(Cl)c(C(F)(F)F)c1
    2, -0.3, 0.0, 100, 2, -3, -1, -4, 5, -7
CC1(C(=O)NS(=O)(=O)C2CC2)CCN(C(=O)c2cccc(OC(F)(F)F)c2)C1 (stereo not given)
    4, -2.1, -0.2, 98, 1, -4, -3, 3, 0, -2
CCOC(=O)N1CCN(c2cc(C)nc3nc(C)nn23)CC1
    -1, -0.3, 0.2, 105, 3, -5, 9, 8, 1, nt
CCCCn1c(N)c(N(CC(C)C)C(=O)c2cccc(OCc3ccccc3)c2)c(=O)[nH]c1=O
    4, -0.3, 0.0, 98, -1, -5, -15, 4, -2, -6
COc1ccc(CN(C(=O)CN2C(=O)C(C)Oc3ccccc32)C2CCCC2)c(OC)c1 (stereo not given)
    1, 1.7, 0.3, 104, -2, -8, nt, 2, -6, 5
COc1ccc2c(c1OC)C(=O)N(c1cccc(NC(C)=O)c1)C2
    -8, -0.5, -0.1, 98, 7, -5, 1, 0, 0, 10
COc1cc(/C=C2/C(=O)NN(c3cccc(F)c3)C2=O)ccc1OC(=O)c1ccco1
    0, -1.7, -0.2, 99, 2, 12, -2, 5, 4, 0
COc1ccc(Nc2ccc(S(=O)(=O)N3CCCCCC3)cc2[N+](=O)[O-])cc1
    -2, 0.7, -0.4, 97, -2, -3, 0, -23, -6, -5
O=C(Cn1nc(C(=O)O)c2ccccc2c1=O)Nc1cccc(S(=O)(=O)N2CCOCC2)c1
    -1, 0.5, 0.0, 95, -2, -8, 1, 14, -1, 15
CC1=CC(C)(C)NC(=S)N1NC(=O)c1ccccc1Cl
    -2, -0.7, -0.1, 100, 1, 0, 30, 2, 1, -14
COc1ccc(S(=O)(=O)N(CC(=O)NCc2ccco2)c2ccc(F)cc2)cc1
    21, -0.1, -0.1, 101, -7, -5, 1, 5, -2, -10
CN(C)CC(NC(=O)c1cccc(S(=O)(=O)Nc2ccc3c(c2)OCO3)c1)c1ccccc1 (stereo not given)
    0, 0.0, 0.0, 95, 4, -7, 10, 18, 0, -5
CC(=O)Nc1ccc(S(=O)(=O)N2CCN(CC(O)COc3ccc4ccccc4c3)CC2)cc1 (stereo not given)
    2, 0.1, 0.6, 97, -2, -6, -4, -19, -1, -6
CCc1cccc(CC)c1C(OC(C)=O)c1cccnc1 (stereo not given)
    2, 0.0, -0.1, 101, -3, -3, 4, 8, 2, 8
CCOc1ccc(CNC(=S)N/N=C/c2ccncc2)cc1
    0, 0.8, 0.7, 88, -4, -14, 5, -10, 6, -5
O=C(COC(=O)c1cc(=O)[nH]c2ccccc12)Nc1nc(-c2ccc(F)cc2)cs1
    -2, 0.1, 0.3, 97, 6, -6, -1, 22, -1, -11
CCC(=O)N1CCN(c2ccc(NC(=O)c3ccc4c(c3)OCCO4)cc2)CC1
    -1, -0.7, -0.1, 100, 1, -3, 0, -3, 0, 1
Cc1ccc(NC(=O)CS(=O)CC(=O)Nc2cccc(C)c2C)cc1F (stereo not given)
    1, -0.1, 0.1, 90, 0, nt, -1, -7, 3, -3
CSc1ccccc1NC(=O)CN(c1ccccc1Br)S(C)(=O)=O
    -3, -1.0, -0.1, 104, -2, -3, 0, 6, -2, -20
CCOc1cc(N2CCOCC2)c(OCC)cc1NC(=O)c1ccc2ncsc2c1
    3, 0.3, -0.3, 110, 3, -6, 2, 8, 0, -6
CCc1ccc(/C=N/NC(=O)C(=O)NCCCN2CCOCC2)cc1
    -1, 0.4, 0.1, 96, -1, -5, -7, -2, 2, -9
Cc1ccc(-c2csc3ncn(CC(=O)OC(C)C)c(=O)c23)cc1
    -1, -0.2, 0.0, 96, -4, -5, -7, 10, 1, 1
CC(=O)Nc1c(O)nc(SCC(=O)Nc2c(C)cccc2C)[nH]c1=O
    3, 3.1, -0.1, 99, 5, -7, 2, 7, -1, -8
O=C(O)CCN1C(=O)c2ccc(Oc3ccc4c(c3)C(=O)N(CCC(=O)O)C4=O)cc2C1=O
    0, 0.6, -0.2, 96, -2, -5, 23, 0, 5, 1
COC(=O)C1C(=O)C(C(=O)c2ccccc2)C(=O)CC1(C)C (stereo not given)
    -11, -0.2, -0.1, 96, 0, 1, 7, 2, 1, -2
CCOC(=O)/C=C/c1cccc(OC)c1O
    -1, nt, -0.1, nt, 3, -10, nt, nt, nt, nt
CCNCC(=O)N1c2ccccc2CCc2ccc(NC(=O)OCC)cc21
    57*, -0.9, 0.1, 95, -5, nt, 49, -5, -1, 20
O=C(N/N=C/c1ccc(N2CCOCC2)cc1)C1CC1
    5, 1.9, -0.2, 93, -1, 2, 3, 6, 0, 38*
Cc1ccc(-n2c(C)cc(C3N=C(N)Nc4nc5ccccc5n43)c2C)c(C)c1 (stereo not given)
    -4, -0.2, -0.1, 100, -3, -8, nt, -18, 0, 1
O=C(NCCN1CCOCC1)C(=O)NCC1OCCN1C(=O)c1ccc(Cl)cc1 (stereo not given)
    -1, 0.8, 0.4, 99, -3, -6, nt, 6, 3, nt
CCOC(=O)N1CCN(C(=O)C2c3cc(OC)c(OC)cc3C(=O)N3CCc4ccccc4C23)CC1 (stereo not given)
    1, -0.4, 0.5, 93, 2, -4, 25, 1, 2, -3
COC(=O)c1ccc(Cn2nnc3c(=O)[nH]c(C4CCN(S(=O)(=O)c5ccc(F)cc5)CC4)nc32)cc1
    7, -0.1, -0.1, 89, 2, -2, 2, -2, 3, 5
O=C(O)/C(=C\c1cn(-c2ccccc2)nc1-c1ccc(Cl)cc1)NC(=O)c1ccccc1
    0, 0.5, 0.1, 96, 5, -3, 9, -3, 2, -5
COCCCNc1nc2c(-c3ccc(Cl)cc3)nnn2c2ccccc12
    3, 0.0, -0.1, 99, 4, -7, -7, 3, 3, 12
O=C(Nc1ccccc1)NC1(C(=O)NCc2cccs2)CCCCC1
    1, 0.0, -0.2, 95, -1, -5, 27, 7, 3, -2
CCOc1ccc(Oc2c(/C=N/NC(N)=O)c(C)nn2-c2ccccc2)cc1
    -2, -0.2, -0.6, 94, -5, -5, 9, -2, -1, -10
NC(=NC(=O)c1ccc(OC(F)(F)F)cc1)c1ccc(C(F)(F)F)cn1
    1, -0.2, 3.8*, 98, -4, -20, 8, -6, 0, -7
N#Cc1ccc(C(=O)Nc2cccc3ncccc23)c(F)c1
    1, -0.9, 0.0, 102, 1, -4, nt, -8, -3, 0
O=C(NCCc1ccncc1)Nc1ccc(F)cc1
    -1, -0.5, 0.3, 102, 3, -4, -4, 4, 2, 8
COc1ccc(Cl)cc1C(=O)NNC(=S)NC(=O)c1ccc(F)c(F)c1
    -12, 0.3, 0.6, 98, 4, nt, -9, 12, 2, 25
CC(C)(C)C1=Nn2c(nnc2-c2ccccn2)SC1
    2, -1.4, -0.2, 97, -4, -5, -2, 0, 1, -5
O=C(Nc1ccc(Cl)cc1Cl)c1ccc(-c2ccccc2)cc1
    -3, -1.1, 0.2, 98, 4, -5, -1, -4, 2, -1
COc1ccc(S(=O)(=O)N2CCN(Cc3ccccc3)CC2)cc1OC
    5, -0.6, 0.1, 95, -1, 18, 0, -6, 0, -5
Cc1ccc(CN(C#N)c2nc(C)cc(C)n2)cc1
    -3, -1.2, -0.2, 95, -6, nt, -1, 6, 0, 1
CCC(=O)N(Cc1ccco1)Cc1cc2cccc(C)c2n2nnnc12
    -3, 0.1, -0.2, 99, 6, -4, 0, 5, 2, -9
Cn1ccnc1C(=O)c1cccc(Br)c1
    -1, 1.7, 0.0, 96, -1, -2, 4, 0, 1, -7
COc1ccccc1NS(=O)(=O)c1cc(N/C(=N/S(=O)(=O)c2ccccc2)c2ccc(F)cc2)ccc1Cl
    1, -2.8, 0.2, 100, -11, -6, -3, 13, -2, 2

(continued)
Each structure is followed by: Granule exo inh, iPSC survival up, aDG glyco up, ABCB6 inh 2, HTR2A ag, CaV13 ICDI inh, Vif inh, Cardio protect, Glyco luc inh, PDI turbidity
Cc1c(Cc2ccccc2)c(=O)oc2c(C)c(OC(C)C(=O)NCC3CCC(C(=O)O)CC3)ccc12 (stereo not given)
    -1, -0.6, 0.2, 100, -1, nt, 0, 4, 3, nt
NNC(=O)c1ccc(COc2ccc3c(c2)CCC3)cc1
    -1, -0.6, 0.2, 102, 0, -3, -25, 14, 1, 12
COc1ccc(C(=O)NNC(=O)c2ccncc2)cc1[N+](=O)[O-]
    -6, -0.7, -0.1, 87, 2, -4, 11, 7, 3, 16
O=C(COc1ccc(N2CC(C(=O)O)CC2=O)cc1)Nc1cccc(C(F)(F)F)c1 (stereo not given)
    3, 2.1, -0.1, 93, -3, -5, 1, -3, 3, -9
O=[N+]([O-])c1ccc(-c2cn3c(n2)CCC3)cc1
    1, -0.2, 0.1, 92, 1, -13, -6, -6, 0, -3
O=C1O[C@@H](c2ccccc2)C[C@@H](O)[C@H](O)CCCCc2ccccc21
    2, -0.3, 0.1, 92, -1, -5, nt, nt, nt, nt

Compound activity as filed in PubChem BioAssay.
